M1 PAM parental: M1 PAM counterscreen hit in parental CHO-K1 cells; activation, % at 3 µM; 0.02% of 360,000 active; ATP EC20, Fluo-8 calcium fluorescence; 0% at ATP EC20, 100% at ATP max;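 active means activation above the run cutoff, the mean activation of all test compounds plus 3 SD, cut at about 40% in these data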;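 further: peak over basal fluorescence ratio in a 140 s read after ATP addition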
CHRM4 PAM: positive allosteric modulators of human muscarinic M4 receptor. P08173. CHO-K1 hM4/Gqi5, Fluo-8 calcium fluorescence, ACh EC20; 0% = ACh EC20, 100% = maximal ACh. activation, % at 3 µM. 0.4% of 360,000 active;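 active means activation above its plate's cutoff, the mean activation of sample wells plus 3 SD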; further: some results filed as inactive read as strong as hits
Target sequence (P08173 whole entry, looked up): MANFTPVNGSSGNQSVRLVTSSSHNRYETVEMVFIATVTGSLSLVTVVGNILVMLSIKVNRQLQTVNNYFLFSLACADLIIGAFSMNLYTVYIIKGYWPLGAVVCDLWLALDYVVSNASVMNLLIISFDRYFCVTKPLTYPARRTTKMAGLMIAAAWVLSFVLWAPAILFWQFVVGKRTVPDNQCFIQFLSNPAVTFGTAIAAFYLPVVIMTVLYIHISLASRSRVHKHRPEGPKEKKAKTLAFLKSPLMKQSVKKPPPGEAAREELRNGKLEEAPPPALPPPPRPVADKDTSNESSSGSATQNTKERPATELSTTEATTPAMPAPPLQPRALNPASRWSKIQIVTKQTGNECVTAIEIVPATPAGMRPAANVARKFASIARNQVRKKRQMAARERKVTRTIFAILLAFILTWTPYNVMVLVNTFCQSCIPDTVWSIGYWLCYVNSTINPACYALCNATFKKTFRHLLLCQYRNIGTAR
CHRM5 agonist: agonists of human muscarinic M5 receptor (CHRM5). P08912. CHO-K1 hM5 cells, Fluo-8 calcium fluorescence; 0% DMSO wells, 100% maximal acetylcholine response. activation, % at 3 µM. 0.19% of 360,000 active. AID 624037;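 active means activation above the run's mean over test compounds plus 3 SD, cut at about 23% in these data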;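 further: signal is peak over basal fluorescence ratio across the kinetic read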
Target sequence (P08912 whole entry, looked up): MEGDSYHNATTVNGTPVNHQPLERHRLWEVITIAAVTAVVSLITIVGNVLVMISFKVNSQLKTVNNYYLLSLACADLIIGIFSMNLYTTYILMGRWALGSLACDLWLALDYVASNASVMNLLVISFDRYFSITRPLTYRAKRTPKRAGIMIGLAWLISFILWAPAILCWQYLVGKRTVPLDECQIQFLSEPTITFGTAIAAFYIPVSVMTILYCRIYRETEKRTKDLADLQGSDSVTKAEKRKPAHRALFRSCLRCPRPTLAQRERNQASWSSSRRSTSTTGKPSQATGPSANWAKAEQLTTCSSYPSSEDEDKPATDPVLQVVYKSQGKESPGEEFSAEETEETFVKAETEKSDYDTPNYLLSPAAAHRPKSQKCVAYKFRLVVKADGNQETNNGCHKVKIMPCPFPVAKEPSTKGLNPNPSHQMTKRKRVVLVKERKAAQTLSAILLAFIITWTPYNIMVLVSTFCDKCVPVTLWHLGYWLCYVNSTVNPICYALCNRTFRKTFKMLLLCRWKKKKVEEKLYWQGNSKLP
M4 ag: agonists of human muscarinic M4 receptor (CHRM4); CHO-K1 hM4/Gqi5, Fluo-8 calcium fluorescence; vehicle 0%, full acetylcholine response 100%; activation, % at 3 µM; 0.14% of 360,000 active;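 active means activation above the run mean over all test wells plus 3 SD, cut at about 32% in these data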;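 further: peak over basal fluorescence ratio per well then scaled between controls; 0% = DMSO wells and 100% = acetylcholine at EC100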
M4 antag: CHRM4 antagonism in calcium assay | CHO-hM4 cells, ACh EC80, Fluo-8 calcium fluorescence | inhibition, % at 3 µM | 0.73% of 360,000 active | AID 624125;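 active means inhibition above its plate's cutoff, the mean inhibition of sample wells plus 3 SD, cut at about 27% in these data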;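 further: 0% = acetylcholine EC80 with DMSO and 100% = DMSO without agonist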
M5 PAM: positive allosteric modulators of human muscarinic M5 receptor. P08912. CHO-K1 hM5, Fluo-8 calcium, ACh EC20 PAM; 0% = ACh EC20, 100% = ACh EC100. activation, % at 3 µM. 0.3% of 360,000 active. AID 624038;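 active means activation above the run cutoff, the mean activation of all test compounds plus 3 SD, cut at about 18% in these data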
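System: CHO-K1 hM5 cells. Reagent: acetylcholine, EC20 level. Compound dosing: single dose, 3 µM nominal final test concentration. Timing: Post-acetylcholine fluorescence recording 140 s. Detection: Fluo-8 calcium fluorescence. Read-out: % activation, ACh-normalized. Benchmarks: ACh EC20 and EC100 wells. Repeats: singlicate, one well per test compound.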
M5 antag: blocks acetylcholine activation of human M5 receptor. P08912. 0.59% of 360,000 active. CHO-hM5 cells, Fluo-8 calcium fluorescence, ACh EC80. inhibition, % at 3 µM;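 active means inhibition above a per-plate cutoff, the mean of that plate's test compounds plus 3 SD, cut at about 27% in these data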;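 further: 0% = acetylcholine EC80 with DMSO and 100% = DMSO without agonist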
CHO-K1 Ca antag: counter-screen for M1 antagonists: effect in parental CHO-K1 cells; 0.6% of 360,000 active; AID 602250; ATP-induced calcium, Fluo-8 fluorescence; inhibition, % at 3 µM;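 active means inhibition above a per-plate cutoff, the plate's mean sample inhibition plus 3 SD, cut at about 24% in these data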;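 further: 0% = DMSO plus EC80 ATP and 100% = DMSO alone without ATP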
CHO-K1 Ca ag: nonselective activator or artifact in parental CHO-K1 cells; Fluo-8 calcium fluorescence; scaled to maximal ATP response, vehicle zero; activation, % at 3 µM; 0.48% of 360,000 active; in the data active means activation above about 15%;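 further: untransfected CHO-K1 host cells lacking M1 receptor as counterscreen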
Numbers without * were called inactive.

SMILES	M1 PAM parental	CHRM4 PAM	CHRM5 agonist	M4 ag	M4 antag	M5 PAM	M5 antag	CHO-K1 Ca antag	CHO-K1 Ca ag
O=C(Nc1ccccc1)OCCNC(=O)c1cccc(Cl)c1	-11	10	2	7	0	-4	1	18	3.0
CCOC(=O)CN(C(=O)CSc1nnc(Cc2ccccc2)n1-c1ccc(C)cc1)c1ccccc1	10	2	-6	-2	-2	-1	-3	-5	0.2
O=c1[nH][nH]c2c1[C@H](c1ccc(F)cc1)O[C@H](CCC(F)(F)F)C2	15	12	2	2	-8	-7	0	-9	0.4
CCOC(=O)C(=O)NNc1ccccc1OC	-25	19	2	0	-7	6	5	21	-0.3
Cc1ccccc1NC(=O)CSc1nnc(CNC(=O)c2ccc3c(c2)OCO3)n1C	13	-3	-5	0	-1	1	12	-18	0.5
CC1CCCCC1NC(=O)c1ccc(N2CCCC2=O)cc1 (configuration not stated)	-12	-6	1	1	13	2	-5	3	0.2
O=C(Nc1cccnc1)C1CCN(S(=O)(=O)c2ccc(Cl)cc2)CC1	16	-3	-3	2	-1	-7	9	-2	0.8
CCCn1cc(CN2CCC(N3CCC(C(=O)N4CCOCC4)CC3)CC2)c(C)n1	-10	-6	-1	0	-4	-5	6	9	0.3
Nc1c(C(=O)C2CC2)sc2nc(-c3ccccc3)cc(C(F)(F)F)c12	-1	5	2	2	-1	20*	1	75*	109*
Cc1cc(NC(=O)CSc2ccnc(=O)[nH]2)no1	-19	-3	-1	0	0	-3	-1	-1	0.7
COc1cccc(NC(=O)Cc2ccc3ccccc3c2)c1	-8	-7	-3	2	17	-12	12	16	0.1
O=C(CCCn1cnc([N+](=O)[O-])n1)Nc1ccc(F)c(Cl)c1	4	-3	-5	1	11	-4	3	1	0.6
Cc1cc(C)nc(SC(C)C(=O)Nc2ccc(S(N)(=O)=O)cc2)n1 (configuration not stated)	9	12	-2	0	-13	5	-6	-5	0.2
COc1ccc(NC(=O)c2cc(C3CCCCN3C(=O)c3cc(F)ccc3C)on2)c(C)c1 (configuration not stated)	-9	8	-2	2	-26	-5	-2	-5	0.6
NCCOc1ccc(C23CC4CC(CC(C4)C2)C3)cc1	25	2	14	16	17	16	24	-6	17*
CCC(C)NC(=O)C1(N2C(=O)c3ccccc3C2=O)CCCC1 (configuration not stated)	13	6	3	0	-8	8	7	-11	0.6
COC(=O)c1cc(Br)ccc1NC(=O)Nc1ccc(C)cc1	11	5	-7	3	-8	-3	-2	0	0.2
CCCCCN(C(=O)CCC(=O)OCc1cccc(Br)c1)c1c(N)n(CCCC)c(=O)[nH]c1=O	-12	5	1	0	2	5	1	0	0.6
CSc1nc(O)c(N=Nc2ccc(F)cc2F)c(=O)[nH]1	8	3	1	2	-1	0	1	-6	1.8
CCc1nnc(NC(=O)CCC(=O)NC2CC2)s1	-3	-5	-1	1	9	-3	-5	-8	0.7
N#Cc1c(Cl)nc(-c2ccncc2)nc1-c1ccccc1	-3	3	-2	2	-4	-10	20	-11	0.4
CCCNC(=O)N(C)C[C@@H]1Oc2cc(C#C[C@H](C)O)ccc2S(=O)(=O)N([C@H](C)CO)C[C@H]1C	-3	1	2	2	-7	2	-2	-12	0.3
CCOC(=O)COc1c(-c2ccc(OC)cc2)oc2ccccc2c1=O	17	-6	-9	5	-3	2	-9	-1	1.6
CC#CCN1c2ccccc2[C@]23C[C@@H](C(=O)OC)N(C(=O)OCC)C2=NC(C(=O)OC)=C(C(=O)OC)[C@H]13	-3	10	-4	1	-13	6	-6	-9	-0.4
COC(=O)Cc1cc(=O)[nH]c(/N=C(\N)Nc2ccc(C)cc2)n1	-3	4	3	2	-2	0	-6	2	0.0
O=C(Nc1ccccc1C(=O)O)c1cc(S(=O)(=O)Nc2cccc(F)c2)ccc1Cl	-18	3	4	-2	2	6	8	3	-0.6
O=C(O)c1ccc(/C=N/n2c(C3CCCCC3)n[nH]c2=S)cc1	-10	-5	1	0	-3	-5	0	-11	0.4
O=C(Cn1cncn1)N/N=C/c1ccc(Cl)cc1	-1	0	0	0	5	1	1	3	-0.1
CC(C)(C)C(=O)NNC(=O)c1cc(C(C)(C)C)nn1Cc1ccccc1	17	-29	-1	11	4	-10	12	-3	3.8
CCOC(=O)[C@]12CCC=C1N(Cc1ccco1)C(=O)[C@H](CC(=O)NCc1ccccc1)C2	-1	8	2	1	1	5	-7	-4	-0.2
CCOC(=O)c1c(N)sc(-c2ccccc2)c1C	3	-2	-3	-1	0	-2	5	-15	-0.2
CCc1ccc([C@@H]2CC=C(C(=O)O)[C@H](c3ccc(Cl)cc3)N2S(=O)(=O)c2ccc(C)cc2)cc1	3	4	-6	1	5	-1	6	-6	0.0
O=C(NCCNc1nccc(C(F)(F)F)n1)c1cccs1	10	-8	-2	1	-4	0	2	3	1.2
Cc1sc2ncnc(N3CCC(C(=O)Nc4sc5c(c4C(N)=O)CCC(C)C5)CC3)c2c1C (configuration not stated)	2	4	0	0	1	-9	13	-19	0.7
Nc1nc2ccc(Br)cc2o1	7	3	-1	1	-1	-3	4	-5	0.5
COCCCn1cnnc1SCC(=O)Nc1ccc(S(=O)(=O)N2CCCC2)cc1	23	4	-5	0	1	0	4	-13	1.0
Cc1cc(C)nc(NS(=O)(=O)c2ccc(NC(=O)c3ccc4c(c3)OCCO4)cc2)n1	-8	10	-5	1	-1	10	-5	1	0.0
CN(C)/C=C1\N=C(c2cccnc2Oc2ccc(Cl)cc2)OC1=O	9	-10	1	-2	-1	-2	12	-7	-1.3
C[C@H](CO)N1C[C@H](C)[C@@H](CN(C)C(=O)Nc2ccc(C(F)(F)F)cc2)Oc2c(NS(=O)(=O)c3cccs3)cccc2C1=O	-9	2	-4	2	-5	-6	2	-1	-0.2
Cn1cnnc1SCC(=O)c1ccc2c(c1)OCO2	22	5	-8	1	-1	0	0	-9	0.6
CCOC(=O)CN1C(=O)C(O)(C2CCc3ccccc3C2=O)c2ccccc21 (configuration not stated)	3	1	0	0	-4	3	1	-2	1.6
CCOC(=O)c1ccc(N=c2scc(C)n2CC)cc1	22	-8	-8	-1	-8	-6	16	-14	0.1
Nc1cccc(C(=O)OCC(=O)c2ccccc2)c1	18	7	-2	2	-4	3	0	-1	0.4
COC(=O)c1c(C)oc2ccc(N(C(=O)c3ccncc3)S(=O)(=O)c3ccc(C)cc3)cc12	8	-9	-1	6	11	-18	21	6	2.9
O=C(c1cc2ccccc2o1)N(Cc1nnc(-c2ccccc2Cl)o1)C1CC1	-11	0	1	7	-8	1	4	-2	3.4
Cc1cn([C@H]2C[C@H](O)[C@@H](CNCc3ccc(F)c(N4CCOCC4)c3)O2)c(=O)[nH]c1=O	10	1	1	1	-2	1	5	-6	0.4
CCOCCOC(=O)c1[nH]c2c(c1C)C(=O)CC(c1ccc(N(C)C)cc1)C2 (configuration not stated)	-9	-3	0	6	2	-9	0	7	1.2
CCC(C(=O)O)n1c(C(F)(F)F)nc2ccccc21 (configuration not stated)	9	6	-3	0	15	0	-1	-6	0.0
C/C(=N/NC(=O)c1cccs1)c1c(C)[nH]n(-c2nc3ccccc3s2)c1=O	14	4	-1	0	-1	-7	10	-6	-0.3
CCOc1ccccc1C(=O)N/N=C/c1c[nH]c2ccccc12	16	-2	-1	4	-4	0	-3	-7	1.4

(list continues)
SMILES	M1 PAM parental	CHRM4 PAM	CHRM5 agonist	M4 ag	M4 antag	M5 PAM	M5 antag	CHO-K1 Ca antag	CHO-K1 Ca ag
CC(C)(CNC(=O)c1ccc([N+](=O)[O-])c(Cl)c1)CNC(=O)c1ccc([N+](=O)[O-])c(Cl)c1	13	-8	1	13	14	-14	6	-1	7.5
CCCn1nnnc1NCc1ccc(N(CC)CC)cc1	7	-7	-20	0	9	-5	17	-4	0.2
CCc1ccc(C(=O)COC(=O)CNC(=O)CNS(=O)(=O)c2ccccc2)cc1	-7	-4	0	3	6	0	-14	6	1.0
CCC(C)Sc1ccc([C@@H]2[C@H]3C(=O)N(CC)C(=O)[C@H]3[C@]3(C(=O)OC)CCCN23)cc1OC (some centres not stated)	20	-2	3	3	7	-5	7	-20	0.2
O=c1[nH]c2ccccc2c(=O)n1CCCO	10	-2	-4	0	-11	-4	0	-1	-0.3
CCCCn1cnc2c(SCc3ccc([N+](=O)[O-])cc3)nc(N)nc21	13	-4	3	7	-4	-8	8	-5	1.5
C=CCOc1ccc2c(c1)CCC1C2CCC2(C)C(O)C(O)CC12 (configuration not stated)	3	-2	-5	13	10	-11	19	-7	2.6
COc1ccc(N2CC(C(=O)N/N=C/c3cccs3)CC2=O)cc1 (configuration not stated)	36	1	-5	0	2	-1	9	-12	0.0
Nc1ccc(-c2nnc(-c3ccc(-c4ccccc4)cc3)o2)cc1	-5	-5	-6	1	21	4	-2	10	-0.3
COc1cccc2c(=O)n(CC(=O)NC3CCCC3)ccc12	14	13	2	-1	-5	2	-3	-9	0.1
O=C(Nc1ccc(Cl)cc1)C1CC(=O)n2c(nc3ccccc32)N1 (configuration not stated)	4	-3	-2	1	12	-3	12	-12	2.4
O=c1oc(CCCO)cc2ccc(C#CC3(O)CCCCC3)cc12	-1	-1	9	20	-6	-6	10	-15	7.3
Cc1cc(C(=O)OC2CCOC2=O)c2ccccc2n1 (configuration not stated)	19	16	1	-1	-5	7	-11	-21	1.0
O=C(CSc1ccc(F)cc1)NC(=O)NCc1ccccc1	-22	2	-1	-1	1	-2	7	21	-0.7
COc1ccc(CN2C(=O)c3cccnc3C2=O)cc1S(=O)(=O)N1CC(C)Oc2ccccc21 (configuration not stated)	11	5	-3	5	0	3	-9	7	1.2
Cc1ccc(O)c(-c2cc(-c3ccccc3F)[nH]n2)c1	15	10	-3	1	-12	4	-5	-7	0.1
Cc1c(C#N)c2ccccc2n1CC(=O)N1CCc2ccccc2C1	5	-3	0	2	2	-6	2	16	0.4
Cc1nc2nc(NC(=O)c3ccco3)nn2c(C)c1Cl	23	1	-3	1	-1	1	9	-7	1.6
Cc1ccc(CN2CCN(Cc3ccccc3C(F)(F)F)CC2)cc1	-5	-9	-6	-3	-6	-25	-3	-24	-0.6
Cc1nc(N)c2c(Cc3cccc4ccccc34)nn(C(C)(C)C)c2n1	17	7	-1	1	-3	6	6	-12	0.8
C[C@@]12C(=O)Nc3cc(F)c(F)cc3C(=O)N1[C@H]1c3cc(Cl)ccc3OC[C@@H]1[C@@H]2c1ccccc1	12	-3	-4	3	-23	-11	4	-13	-0.1
Cc1cc(C)c(NC(=O)CN2CCN(c3ccccn3)CC2)c(C)c1	24	6	-2	2	-3	1	2	-6	0.5
O=C(COC(=O)c1ccco1)c1ccc2ccccc2c1	6	-3	-2	1	-3	-3	0	-1	0.8
O=C(NCCc1ccc(C(F)(F)F)cc1)c1ccc(Cl)nc1	10	-9	5	6	12	-1	7	-7	8.6
Cc1cccc(C)c1NC(=O)CN(C)C(=O)CC1Sc2ccccc2NC1=O (configuration not stated)	9	-2	3	2	0	4	-6	-13	0.3

Hits appear at their usual frequency (roughly 2.7% active in at least one column).
